ASM inhibitor: human S-ASM enzyme inhibition; 340,000 tested, 0.006% active; placental ASM, HMU-PC fluorogenic substrate, 60 min; Potency, µM (series often up to 57.5 µM), without a hit: at the top dose activity change, negative = inhibition, most hits filed as inhibitors; AID 504937; note: potency is the fitted concentration of half-maximal effect
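HMU-PC0 cleavage (9 uM final) by human placental ASM, 60 min at 37 °C following 10 min compound exposure at RT; stopped at pH 10, fluorescence Ex 386/Em 447 nm.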
A-T KAP1 phos: potential ataxia-telangiectasia treatment | AID 485349 | […] A-T fibroblasts, KAP-1 phosphorylation AlphaLISA; neocarzinostatin DNA damage 30 min before lysis | Potency, µM (doses to about 57.5 µM), for inactives: top-dose activation, most hits filed as activators | 320,000 tested, 0.19% active; note: potency is the fitted concentration of half-maximal effect; % of control where 0% means no effect; nearly all actives have a fitted effect of over 45% in size
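hTERT-immortalized A-T patient fibroblasts ([…]), 500 cells/well in OPTI-MEM, 1% FBS, got compounds for 60 min, then NCS for 30 min at 37C. Lysates were then assayed for phospho-KAP-1 by AlphaLISA (anti-pKAP1 donor, anti-KAP1 acceptor beads), 6 hr at 25C.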
Mito fusion act: mitochondrial division inhibition or fusion activation; S. cerevisiae fusion-defective mutant growth rescue, CellTiterGlo 48 h; 320,000 tested, 0.23% active; AID 485298; Potency, µM (top dose mostly 46.1 µM), without a hit: top-dose growth rescue (activation), hits mostly activators;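 note: potency is the fitted concentration of half-maximal effect; % of control where 0% means no effect; nearly all actives have a fitted effect of over 45% in size; temperature-sensitive fusion mutants such as fzo1-1 at 37 °C on non-fermentable ethanol glycerol medium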
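Growth-rescue viability read-out: after 48 h at the non-permissive 37C in glycerol/ethanol YPEG, yeast mitochondrial fusion mutants are measured by CellTiterGlo luminescence; compounds (23 nl pinned per well) restoring growth score as division inhibitors or fusion activators.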
TSG101-PTAP inh: blocks PTAP/TSG101 interaction to inhibit HIV-1 budding | Q99816 | Fluorescence polarization, FITC-PTAP peptide / Tsg101 binding | Potency, µM (top dose mostly 115 µM), for inactives: at the top dose activity change, negative = inhibition, actives largely listed as inhibitors | 340,000 tested, under 10 active | AID 493005; active = well fitted inhibition curve with a large enough effect in the main read-out, with a control signal flat, not every such curve was filed as active; inconclusive = small, poorly fitted or top-dose-only effect, or effect the other way, or a change in a side signal; inactive = no such curve, though single readings can be large or run the other way; note: potency is the fitted concentration of half-maximal effect; % of control where 0% means no effect
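FP read-out: FITC-PTAP peptide, 50 nM final, binding Tsg101 binding domain, 10 uM final; 20 min, r.t.; 10 mM HEPES pH 7.5, 0.15 M NaCl, 0.01% Tween 20, 3 mM EDTA, 0.1 mM TCEP.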
MBNL1-CUG inh: inhibitors of human MBNL1 binding to CUG repeat RNA. AID 2675. Potency, µM (series often up to 57.5 µM), for inactives: at the highest dose activity change, negative = inhibition, usual class: inhibitors. 280,000 tested, 0.036% active. TR-FRET MBNL1-His/biotin-(CUG)12 binding, 665/545 ratio; active = well fitted inhibition curve with a large enough effect in the signal ratio, with a control signal flat, not every such curve was filed as active; inconclusive = small, poorly fitted or top-dose-only effect, or effect the other way, or a change in a side signal; inactive = no such curve, though single readings can be large or run the other way; the % refers to the signal ratio; note: potency is the fitted concentration of half-maximal effect; % is set by controls: 0 for no effect and ±100 for the full control effect
Target sequence (Q9NR56 whole entry, looked up): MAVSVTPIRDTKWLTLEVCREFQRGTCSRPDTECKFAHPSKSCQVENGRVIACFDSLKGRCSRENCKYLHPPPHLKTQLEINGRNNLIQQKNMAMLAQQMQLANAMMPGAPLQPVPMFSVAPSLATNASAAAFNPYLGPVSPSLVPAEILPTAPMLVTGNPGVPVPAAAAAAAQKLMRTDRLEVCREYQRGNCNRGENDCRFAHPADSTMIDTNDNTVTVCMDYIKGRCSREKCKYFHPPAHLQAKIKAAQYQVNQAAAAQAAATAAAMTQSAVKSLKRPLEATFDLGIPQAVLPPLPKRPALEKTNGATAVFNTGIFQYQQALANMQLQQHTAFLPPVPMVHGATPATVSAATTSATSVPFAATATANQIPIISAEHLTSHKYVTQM
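Compounds (final 92 nM to 58 uM) are added to His-tagged MBNL1 and biotin-(CUG)12, then terbium anti-His antibody and streptavidin-XL665 (5 nM final). After 60 min at room temperature, the 665/545 nm ratio is read.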
Menin MLL FP TR: inhibitors of human menin-MLL interaction, mutant MLL peptide | AID 1768 | 270,000 tested, 0.23% active | O00255 | Potency, µM (top dose mostly 61.6 µM), for inactives: at the top dose FP activity change, negative = inhibition, most hits filed as inhibitors | Menin + Texas Red MLL mutant peptide, fluorescence polarization; active = well fitted inhibition curve with a large enough effect in the polarisation, with a control signal flat, not every such curve was filed as active; inconclusive = small, poorly fitted or top-dose-only effect, or effect the other way, or a change in a side signal; inactive = no such curve, though single readings can be large or run the other way; the % refers to the polarisation; note: potency is the fitted concentration of half-maximal effect; % of control where 0% means no effect; many of its hits are not listed in these tables
Target sequence (O00255 whole entry, looked up): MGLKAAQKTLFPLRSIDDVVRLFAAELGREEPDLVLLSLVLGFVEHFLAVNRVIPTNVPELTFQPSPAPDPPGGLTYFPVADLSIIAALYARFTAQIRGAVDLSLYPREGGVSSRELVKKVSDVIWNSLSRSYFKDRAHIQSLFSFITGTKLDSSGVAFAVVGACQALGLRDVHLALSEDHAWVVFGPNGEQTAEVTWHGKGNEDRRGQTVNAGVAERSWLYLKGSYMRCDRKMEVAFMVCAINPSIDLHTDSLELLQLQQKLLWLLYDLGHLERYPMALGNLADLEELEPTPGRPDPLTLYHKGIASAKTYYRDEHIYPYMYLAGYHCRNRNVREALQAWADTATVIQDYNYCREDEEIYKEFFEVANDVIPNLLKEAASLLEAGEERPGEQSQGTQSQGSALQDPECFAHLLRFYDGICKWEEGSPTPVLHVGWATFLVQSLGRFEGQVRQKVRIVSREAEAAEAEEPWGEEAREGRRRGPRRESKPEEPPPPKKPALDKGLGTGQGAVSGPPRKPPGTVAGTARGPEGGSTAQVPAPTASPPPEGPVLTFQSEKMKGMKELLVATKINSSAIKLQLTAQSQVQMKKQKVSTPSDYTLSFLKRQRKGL
TCR act: activators of T cell receptors. 330,000 tested, under 10 active. Potency, µM (titrated, usually from 9.22 µM), inactives show at the highest dose activation of IL-2 secretion, usual class: activators. primary human leukocytes, anti-CD3, IL-2 HTRF, 48 h; note: % of control where 0% means no effect
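IL-2 produced over 48 hr by a-CD3 bead-stimulated primary human leukocytes exposed to compounds was detected with a homogeneous time-resolved FRET immunoassay, 665nm acceptor signal after 320nm excitation.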
MLL CXXC-DNA inh: inhibitors of human MLL CXXC domain-DNA interaction; Q03164; MLL-CXXC / FITC-HOXA9 DNA fluorescence polarization; Potency, µM (highest dose often 115 µM), for the others: at the highest dose activity change, negative = inhibition, most hits filed as inhibitors; 290,000 tested, 0.037% active; active = well fitted inhibition curve with a large enough effect in the polarisation, with a control signal flat, not every such curve was filed as active; inconclusive = small, poorly fitted or top-dose-only effect, or effect the other way, or a change in a side signal; inactive = no such curve, though single readings can be large or run the other way; the % refers to the polarisation; note: potency is the fitted concentration of half-maximal effect
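Steps: dispense CXXC domain solution (7 uM) → pin compounds or unlabeled HOX-A9 DNA control → 5 min ambient → add FLSN-HOX-A9 solution (50 nM) → spin → 30 min ambient → fluorescence polarization. Tris pH 7.5/NaCl/DTT/BSA buffer.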
Integrin act MD: activates integrin-mediated alleviation for muscular dystrophy | alpha7betagal myoblasts, beta-gal FDG fluorescence, 48 h | Potency, µM (doses to about 38.3 µM), inactives show at the top dose activation, usual class: activators | 350,000 tested, 0.064% active | AID 624291;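 note: potency is the fitted concentration of half-maximal effect; 100% = response of the positive control SU9516; nearly all actives have a fitted effect of over 60% in size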
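alpha7betagal+/- myoblasts (passage 13, 250/well) treated 48 h at 37C with compounds at 1:260 dilution of DMSO stock. Lysed, then beta-galactosidase activity read as FDG fluorescence (ex 480/em 540) after 30 min, with pre-read for autofluorescence.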
TSHR antag: human thyrotropin receptor antagonism; P16473; TSHR-expressing cells, TSH-stimulated cAMP HTRF, 2 h; active compounds read low; activity change, negative = inhibition, % at 11.5 µM; 330,000 tested, 0.2% active; AID 504810;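 active = activity change below a set negative limit, meaning inhibition stronger than a set level, cut at about -70% in these data; inconclusive = activity change between two set negative limits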; note: % is set by controls: 0 for no effect and ±100 for the full control effect
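Freshly harvested TSHR cells receive pin-tooled compound, then EC80 TSH at 4nM final. After 2 hours at 37 deg C, antibody in lysis buffer and cAMP-d2 are added; 30 minutes at ambient temperature precede the HTRF read.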
The depositor's hits bear a star; ? = inconclusive; . = not tested or not shown; [ ] = dose if it differs, or a comment. Unless noted, calls come from the whole dose curve; as a rule, active = well fitted curve in the direction sought with a large enough effect; inconclusive = small, poorly fitted or top-dose-only effect, or another doubt; inactive = no such curve, though single readings can be large; an effect the other way counts as inactive or inconclusive. These rows are one share of the data; rates above refer to the full screens.

Below each compound – MLL CXXC-DNA inh	MBNL1-CUG inh	TSG101-PTAP inh	Menin MLL FP TR	ASM inhibitor	Mito fusion act	TCR act	A-T KAP1 phos	Integrin act MD	TSHR antag
O=C(CCC(=O)NC1CC1)Nc1nnc(C2CCCCC2)s1
  -12%	3%	-4%	-17%	2%	-4%	0%	-3%	4%	-2
CCC1CCCCN1CCn1c(=S)[nH]c2cc(OC)c(OC)cc2c1=O (stereo not drawn)
  4%	11%	-9%	-11%	0%	3%	0%	2%	12%[7.66 µM]	-2
Cc1cc(Nc2cccc(C)c2C)n2nc(C)nc2n1
  2%	?	0%	12%	0%	7%	-2%	-13%	6%	25
COc1cccc(NC(=O)CN(C)C(=O)c2ccccc2-c2nc3ccccc3s2)c1
  .	.	-7%	.	-5%	16%	0%	-6%	-2%	1
COc1ccc(CCNS(=O)(=O)c2ccc3c(c2)NC(=O)CO3)cc1OC
  2%	-7%	0%	0%	4%	5%	3%	1%	9%	6
COc1ccc(CCNC(=O)c2c[nH]c3ccc(F)cc3c2=O)cc1OC
  5%	-4%	-7%	-8%	-1%	3%	0%	8%	5%	-14
COc1ccccc1NC(=O)Cc1nnc(SCC(=O)NC2=NCCS2)n1C
  -2%	-2%	-5%	-15%	3%	5%	-2%	-2%	0%	6
COc1ccccc1OCCSc1nnnn1C1CCCCC1
  .	.	-1%	.	-1%	.	-1%	.	-7%	.
CCOC(=O)CCCc1sc(N)nc1-c1[nH]c(=O)[nH]c1C
  -5%	?	-2%	-12%	3%	3%	-11%	-1%	15%	18
O=C(NC1CCCCCC1)c1cc(S(=O)(=O)N2CCC3(CC2)OCCO3)ccc1F
  4%	-12%	-3%	-25%	0%	2%	-2%[46.1 µM]	0%	9%	3
Cc1ccc(C(C)NC(=O)c2cccnc2)cc1 (stereo not drawn)
  .	.	-2%	.	3%	.	-9%	.	11%	.
C=CCOc1c(Br)cc(CNn2nnnc2N)cc1OC
  -1%	-1%	0%	6%	2%	-4%	1%	-4%	16%	-15
CN(C)C(=O)CCC(=O)N1CCCC(N2CCN(c3cccc(C(F)(F)F)c3)CC2)C1 (stereo not drawn)
  6%	-4%	-5%	0%	4%	-1%	1%	1%	11%	-4
CCOc1ccc(CN(C)C(=O)c2ccc(S(=O)(=O)N(C)c3ccccc3OC)cc2)cc1
  .	.	-6%	.	-1%	13%	-7%	-9%	-50%[inhibitor]	-32
CCCCNC(=O)Nc1c(C(=O)OC)[nH]c2ccc(C)cc12
  -6%	9%	-7%	.	8%	1%	-3%	0%	6%	4
Nc1nonc1-n1nnc(C(=O)N/N=C/c2ccncc2)c1CSc1ccc(Cl)cc1
  31%[activator]	4%	1%	?	-2%	-2%	3%	-5%	-13%	-27
CC(NS(=O)(=O)c1ccc2c(c1)CC(=O)N2C)c1ccccc1 (stereo not drawn)
  -19%	-5%	1%	-8%	-2%	9%	3%	-5%	29%	25
Cc1ccc(N=Cc2cc(C)n(C3CCCC3)c2C)cc1
  2%	0%	-4%	?	-2%	0%	.	-2%	-38%[7.66 µM]	12
COc1cc(C(C)=O)ccc1OCC(=O)OCC(=O)c1cc(C)n(CC2CCCO2)c1C (stereo not drawn)
  .	.	0%	.	4%	-2%	3%	0%	-13%	-16
O=C(CN1CCN(Cc2ccccc2F)CC1)Nc1ccccc1Cl
  -8%	-11%	0%	?	4%	14%	-2%	25%	?	15
COc1ccc(NC(=O)Cn2nnc(-c3ccc(CN4CCOCC4)cc3)n2)c(OC)c1
  -8%	-2%	0%	-14%	4%	0%	-5%	0%	19%	6
COc1cc(/C=C(\C#N)c2ccccn2)ccc1OCC(=O)Nc1cccc(C(F)(F)F)c1
  11%	6%	-1%	9%	4%	-1%	4%[46.1 µM]	-3%	14%	-4
CC(=O)Nc1ccc(SC[C@H](Cc2ccccc2)N2CCN(CC(C)C)CCC2=O)cc1
  5%	-10%	-4%	.	-6%	20%	-1%	23%	-24%	18
CCOC(=O)CC1C(C(=O)OCC)ON2OC(C(=O)OC)C(C(=O)OCC)C12 (stereo not drawn)
  ?	?	1%	3%	3%	-2%	3%	-2%	6%	-5
CCOc1ccc(C(C)NC(=O)c2ccccc2OCc2c(C)noc2C)cc1OCC (stereo not drawn)
  6%	-1%	.	.	-1%	0%	-13%	3%	-29%	0
N#Cc1c(NC(=O)CSc2ncnc3sccc23)oc(-c2ccco2)c1-c1ccco1
  26%	47%[activator]	1%	?	-5%	3%	-2%	-2%	-44%	-9
O=C(C[n+]1ccc(/C=N/O)cc1)N1CCCCC1
  -11%	?	1%	.	2%	-3%	-2%	0%	8%	-3
ClCc1nc2ccccc2n1Cc1ccccc1
  ?	-7%	?	-27%	-5%	-6%	.	2%	-39%[inhibitor]	4
CCOC(=O)/C(C#N)=C/c1c(Oc2cccc(C)c2)nc2c(C)cccn2c1=O
  14%	1%	-7%	-5%	7%	-2%	-10%[46.1 µM]	-3%	-14%	15
O=C(CN1CCN(c2ccc(F)cc2)CC1)Nc1ccccc1Br
  3%	-10%	-1%	?	28%	4%	-1%	11%	0%	-4
COCC(=O)N=Nc1c(O)[nH]c2ccccc12
  9%	?	-4%	0%	0%	2%	1%[46.1 µM]	.	1%	-17
O=C(O)c1cc(NS(=O)(=O)c2ccc(NCc3ccccc3)c([N+](=O)[O-])c2)cc(C(=O)O)c1
  -3%	?	-8%	4%	7%	2%	-1%	-1%	-15%	-6
COC(=O)c1cc(S(=O)(=O)N(C)c2ccc(C)c(C)c2)c[nH]1
  -4%	-7%	-4%	.	-4%	2%	1%	15%	?	-8
O=C(NCc1ccc(F)cc1)C(c1cccnc1)N(C(=O)c1csnn1)c1ccccc1 (stereo not drawn)
  5%	-7%	-12%	15%	-1%	2%	2%	1%	8%	8
CCN(CC(=O)Nc1ccc(C(C)=O)cc1)CC(=O)Nc1ccc2c(c1)OCCO2
  .	.	-11%	.	2%	.	-3%	-6%	-11%	40
NS(=O)(=O)c1ccc(Nc2nc(-c3cccnc3)cs2)cc1
  -2%	2%	2%	?	-3%	-1%	.	-7%	10%	5
CCCCn1c(SCC(=O)NC(C)(C)C)nnc1-c1ccco1
  -6%	-1%	3%	-25%	-2%	3%	-2%	-6%	5%	7
N#CCCSc1ncnc2c1oc1ccccc12
  -8%	51%[activator]	-6%	0%	-2%	1%	-15%	6%	-7%	180
Nn1c(SCc2cccc(Oc3ccccc3)c2)nnc1C(F)(F)F
  7%	-7%	-9%	2%	-3%	13%	2%	11%	-32%	6
CNS(=O)(=O)c1cccc(C(=O)Nc2cccnc2)c1
  -5%	-1%	-5%	.	6%	1%	2%	0%	17%	3
CCOC(=O)c1[nH]c(=S)n(Cc2ccccc2)c1C(=O)OCC
  .	.	-4%	.	-3%	.	12%	.	18%	.
Cc1oc(-c2ccc(Cl)cc2)nc1CN1CCCC(C(=O)N2CCN(C(=O)c3ccco3)CC2)C1 (stereo not drawn)
  21%	-13%	-2%	-7%	-3%	3%	13%	2%	0%	-21
Cn1cc(/C=C(\C#N)C(=O)Nc2ncc(Cc3ccc(Cl)cc3)s2)c2ccccc21
  -5%	-9%	-7%	?	6%	-8%	-2%[46.1 µM]	4%	4%	8
COc1cccc(CN2CC(O)=C(c3nc(-c4ccc(Cl)cc4)cs3)C2=N)c1
  -6%	2%	-4%	?	0%	-4%	6%	.	-16%	.
CCCCCC(=O)Nc1ccc(Cl)cn1
  4%	-5%	-2%	.	2%	2%	9%	2%	2%	47
O=C1Nc2cc(C(=O)N3CCN(c4ccccc4F)CC3)ccc2NC1CSCc1ccccc1F (stereo not drawn)
  19%	12%	.	-14%	.	20%	.	-8%	.	-3
Cc1ccc(NC(=O)c2cc(N3C(=O)C4CCCCC4C3=O)ccc2N2CCOCC2)cc1 (stereo not drawn)
  -1%	-7%	1%	6%	0%	-10%	8%	-1%	?	4
O=C(C[C@H]1C[C@H](C(=O)N2CCOCC2)[C@@]2(CCC3CCCC3)c3[nH]c4cc(-c5ccco5)ccc4c3CCN2C1=O)NCCc1ccccn1
  .	.	-3%	.	-1%	.	2%[46.1 µM]	11%	16%	21
COc1ccc(OCCCC(=O)NNC(=O)c2ccncc2)cc1
  .	.	-4%	.	.	1%	-2%	-1%	-6%	3
COc1ccsc1C(=O)Nc1ccc(F)cc1F
  0%	4%	-1%	11%	8%	3%	-3%	2%	17%	-10

Bioassay records: PubChem, National Center for Advancing Translational Sciences (NCATS)
